FLuc modulator = counter-screen for miR-21 project: firefly luciferase inhibitors or activators; P08659; purified FLuc, Km substrates, luminescence inhibition; Potency, µM (series often up to 57.5 µM), inactives show at the highest dose activity change, negative = inhibition, hits mostly inhibitors; 6.9% of 360,000 active; AID 588342;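 also: potency is read from the fitted curve at half-maximal effect; plate controls were vehicle for no effect and reference inhibitor for full effect; nearly all actives have a fitted effect of over 55% in size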
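Purified P. pyralis luciferase (10nM final) with 10uM D-luciferin and 10uM ATP (Km levels) in 50mM Tris acetate pH 7.5, 10mM Mg acetate, 0.01% Tween-20, 0.05% BSA; qHTS 6-point titration, ~60 µM downward; luminescence read.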
Rab9 prom act = activates the Rab9 promoter | Huh7 Rab9 promoter-luciferase reporter, luminescence, 24 h | Potency, µM (series often up to 9.22 µM), for inactives: at the top dose activation, negative = inhibition, hits mostly activators | 2.8% of 320,000 active | AID 485297; also: potency is read from the fitted curve at half-maximal effect; % of control where 0% means no effect; nearly all actives have a fitted effect of over 60% in size
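Rab9 promoter-driven luciferase in stably transfected Huh7 cells; 1500 cells/well rested 2 h, exposed to compound in DMSO for 24 h at 37 °C, 5% CO2. Luminescence read 10 min after adding luciferase reagent at ambient temperature.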
Tb PFK inh = T. brucei PFK enzyme inhibition; Potency, µM (titrated, usually from 57.5 µM), inactives show top-dose activity, negative = inhibition, usual class: inhibitors; O15648; T. brucei PFK, ADP-Glo luminescence; AID 485367; 0.17% of 330,000 active;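 also: potency is read from the fitted curve at half-maximal effect; 0% = uninhibited 1x PFK enzyme wells and -100% = no-enzyme wells; nearly all actives have a fitted effect of over 60% in size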
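1.25 nM PFK with 0.5 mM F6P and 0.1 mM ATP in 0.1 M TEA pH 8.0, 5 mM MgCl2, incubated 45 min at room temperature; ADP measured by ADP-Glo luminescence; compounds titrated up to 57 uM.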
ELG1 repair inh = ELG1-dependent DNA repair inhibition; 2.3% of 330,000 active; Potency, µM (highest dose often 46.1 µM), for inactives: top-dose activity change, negative = inhibition, hits mostly inhibitors; AID 504467; HEK293T ELG1-luciferase reporter, luminescence, 16 h; DNA damage induced by 5-fluorouridine; also: potency is read from the fitted curve at half-maximal effect; % is scaled to controls: 0 for no effect and ±100 for the full control effect; nearly all actives have a fitted effect of over 55% in size
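Step one: seed 2,000 cells per well. Step two: pin-transfer compound or DMSO alongside 5-fluorouridine. Step three: incubate 16 hr, 37 °C, 5% CO2. Step four: add ONE-Glo, wait 30 min, read luminescence.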
TRPV1 ag = human TRPV1 agonism; activation, % at 8.33 µM; 0.19% of 320,000 active; TRPV1-expressing cells, Fluo-8 calcium influx, agonist mode; Q8NER1; in the data active = activation above about 80%; inconclusive = between about 30% and that limit; also: 0% is about no effect
Target sequence (Q8NER1 whole entry, looked up): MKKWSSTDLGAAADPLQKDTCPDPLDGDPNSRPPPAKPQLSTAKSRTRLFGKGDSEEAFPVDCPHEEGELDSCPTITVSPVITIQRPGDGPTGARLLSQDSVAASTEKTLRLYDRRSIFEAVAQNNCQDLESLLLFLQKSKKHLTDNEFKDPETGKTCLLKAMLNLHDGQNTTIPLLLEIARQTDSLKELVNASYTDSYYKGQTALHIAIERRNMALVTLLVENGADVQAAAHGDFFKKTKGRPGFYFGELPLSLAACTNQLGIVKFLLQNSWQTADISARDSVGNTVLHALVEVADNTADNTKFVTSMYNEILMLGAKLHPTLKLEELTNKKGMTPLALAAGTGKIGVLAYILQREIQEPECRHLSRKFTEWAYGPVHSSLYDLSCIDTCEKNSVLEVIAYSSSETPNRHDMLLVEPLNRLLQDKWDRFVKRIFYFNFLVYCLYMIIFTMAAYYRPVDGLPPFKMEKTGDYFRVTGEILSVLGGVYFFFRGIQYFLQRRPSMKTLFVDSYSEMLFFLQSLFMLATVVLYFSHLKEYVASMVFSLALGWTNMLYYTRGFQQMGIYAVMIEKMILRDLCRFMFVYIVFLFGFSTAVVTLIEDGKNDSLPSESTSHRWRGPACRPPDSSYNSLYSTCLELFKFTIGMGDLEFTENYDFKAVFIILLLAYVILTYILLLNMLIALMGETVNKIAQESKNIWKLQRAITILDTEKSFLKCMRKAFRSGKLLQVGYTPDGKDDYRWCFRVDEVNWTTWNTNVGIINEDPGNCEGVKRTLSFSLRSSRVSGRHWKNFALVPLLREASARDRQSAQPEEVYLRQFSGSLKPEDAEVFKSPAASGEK
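Cells expressing TRPV1 were dye-loaded with Fluo-8 and read kinetically: 10 s baseline, 3 min after compound (agonist portion), then 2 min after EC20 capsaicin (allosteric enhancer portion). Calcium-bound dye fluorescence at 480/520 nm.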
RORg inh = inhibitors of mouse ROR gamma transcriptional activity; Drosophila S2 Gal4-RORgamma UAS-luciferase reporter, 20 h; 5.4% of 310,000 active; Potency, µM (top dose mostly 53.6 µM), inactives show at the highest dose activity change, negative = inhibition, hits mostly inhibitors; AID 2551; also: potency is read from the fitted curve at half-maximal effect; % is scaled to controls: 0 for no effect and ±100 for the full control effect; nearly all actives have a fitted effect of over 60% in size
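Stable Schneider cell line, Gal4 DNA-binding domain fused to ROR gamma, UAS-luciferase. Cmpd 1 hr RT → CuSO4 700 uM final → 20 hr RT → luciferase reagent 10 min → luminescence.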
BRCA1 expr up = increases BRCA1 expression | MCF7-BRCA1-FFLuc reporter, luminescence, 48 h; response scale: scaled: vehicle 0%, 10 µM genistein 100% | Potency, µM (highest dose often 46.1 µM), for the others: at the top dose activation, hits mostly activators | 1.1% of 380,000 active; also: potency is read from the fitted curve at half-maximal effect; nearly all actives have a fitted effect of over 80% in size; some results filed as inactive show a strong effect at the top dose
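First, MCF7-BRCA1-FFLuc cells (2000/well) attach for 2 h; next, compounds are pin-added and incubated 48 h at 37 °C; finally, luciferase reagent is added and luminescence read after 15 min.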
p53 reactivator = mutant p53 re-activation in reporter cells. AID 504706. H1299 p53-A138V BP100-luciferase reporter, luminescence, 24 h. Potency, µM (highest dose often 92.2 µM), inactives show top-dose activity change, positive = activation, actives largely listed as activators. 0.063% of 320,000 active; also: potency is read from the fitted curve at half-maximal effect; % of control where 0% means no effect; nearly all actives have a fitted effect of over 45% in size
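H1299 (p53-null), stable ts p53-A138V + BP100-Luc; 1000 cells/well, Opti-MEM/10% FBS; cpd 4 pt, 1:5; 24 h, 37 deg C, 5% CO2; detection reagent 10 min RT; luminescence.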
NPC1 prom act = NPC1 promoter activation. Huh7 NPC1 promoter luciferase reporter, 24 h. Potency, µM (series often up to 9.22 µM), for inactives: at the highest dose activation, most hits filed as activators. 2.4% of 320,000 active;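 also: potency is read from the fitted curve at half-maximal effect; % of control where 0% means no effect; nearly all actives have a fitted effect of over 60% in size; reporter is driven by a mutant NPC1 promoter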
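Stable NPC1-promoter luciferase Huh7 line; cpd (DMSO) 24 h, 37 °C, 5% CO2; Amplite luciferase reagent 10 min RT; luminescence readout. qHTS format.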
ELG1 genotoxic = inducers of genotoxicity in HEK293T ELG1-luciferase cells; HEK293T ELG1-luciferase reporter, luminescence, 16 h; Potency, µM (doses to about 46 µM), for inactives: at the highest dose activity change, positive = activation, actives largely listed as activators; 1.3% of 330,000 active; AID 504466; also: potency is read from the fitted curve at half-maximal effect; % of control where 0% means no effect; nearly all actives have a fitted effect of over 60% in size
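Genotoxicity was scored as increased ELG1-luciferase reporter signal, measured by ONE-Glo luminescence (30 min, room temperature). Compound or vehicle exposure of the HEK293T reporter cells lasted 16 hr at 37°C.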
VP16 counter = Gal4-VP16 reporter inhibition counter-screen; Potency, µM (series often up to 53.6 µM), for inactives: at the top dose activity, negative = inhibition, most hits filed as inhibitors; AID 2546; Drosophila S2 Gal4-VP16 UAS-luciferase, luminescence, 20 h; 3.5% of 310,000 active;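 also: Gal4-VP16 expression switched on by copper sulfate through the metallothionein promoter; potency is read from the fitted curve at half-maximal effect; % is scaled to controls: 0 for no effect and ±100 for the full control effect; nearly all actives have a fitted effect of over 50% in size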
The depositor's hits bear a star; ? = inconclusive; nt = not tested or not shown; & = joins results of further samples; [ ] = another dose, or the depositor's remark. Unless noted, calls follow the shape of the dose curve; as a rule, active = well fitted curve in the direction sought with a large enough effect; inconclusive = small, poorly fitted or top-dose-only effect, or another doubt; inactive = no such curve, though single readings can be large; an effect the other way counts as inactive or inconclusive.

SMILES	FLuc modulator	Rab9 prom act	Tb PFK inh	ELG1 repair inh	TRPV1 ag	RORg inh	BRCA1 expr up	p53 reactivator	NPC1 prom act	ELG1 genotoxic	VP16 counter
NC(=O)CCC(NC(=O)c1ccc(Cl)cc1)C(=O)NCCc1ccc2c(c1)OCCO2 (centres undefined)	5%	-4%	-2%	22%	-1	nt	-4%	2%	-9%	0%	nt
O=C(O)c1cc(C(F)(F)F)nc2c(C(F)(F)F)cccc12	-17%	1%	-4%	6%	4	1%&8%	-1%	-5%	-5%	0%	-3%&1%
CCCSc1nnc(Sc2nnnn2-c2ccccc2)s1	-26%	-9%	-8%	0%	-3	1.6µM*	-94%[inhibitor]	-7%	-9%	-9%	-28%
Cc1cc(Cl)c(OCCCNCc2ccccc2)c(Br)c1	1%	-2%	-5%	-11%	15	-15%	3%	1%	-5%	-10%	2%
COc1ccc(N2CCN(C(=O)c3cc(C)oc3C)CC2)cc1	0%	4%	0%	7%	0	35%	0%	11%	-3%	0%	4%
Cn1c(CCc2ccc(N)cc2)nc2ccccc21	12µM*	1.6µM*	-17%	?	13	11µM*	?	1%	3.2µM*	?	?
CC(C)Oc1cccc(C(=O)C2CCCN(Cc3cccn3-c3cccnc3)C2)c1 (centres undefined)	-3%	-12%	0%	?	-2	8%	-46%	-1%	-3%	-4%	7%
Cc1ccc(/C=N/NC(=O)CCCOc2ccc(Cl)cc2Cl)cc1	1%	-1%	-6%	-18%	22	-22%	-79%	-11%	-4%	1%	?
C=C1CCC[C@]2(C)C[C@H]3OC(=O)C(CN(Cc4ccc(OC)c(OC)c4)CC(C)O)[C@H]3CC12 (some centres undefined)	3%	8%	0%	27%	-1	-16%	-56%	-1%	-5%	5%	-10%
CN1CCN(c2ccc(CNS(=O)(=O)Cc3cccc(C(F)(F)F)c3)cc2)CC1	7%	-27%	-3%	?	4	30%	-13%	-3%	-26%	-10%	?
CS(=O)(=O)c1ccc(Cl)c(NC(=O)C2CC(=O)N(Cc3ccccc3)C2)c1 (centres undefined)	5%	0%	-10%	?	-2	12%	-5%	-7%	-3%	0%	6%
Cc1ccc(CNC(=O)CSc2nc3n[nH]c(C)c3c(=N)n2-c2cccc(C)c2)cc1	-2%&-1%	-5%	1%	?	0	-2%	-51%	-3%	-1%	-11%	3%
O=C1CCC(C(=O)Nc2cccc(Oc3ccccc3)c2)=NN1	-3%	-5%	0%	18%	?	9%	0%	-1%	0%	7%	-11%
CC(NC(=S)Nc1ccc(OC(F)F)cc1)c1ccc(F)cc1 (centres undefined)	2%	-1%	-2%	?	?	3.2µM*	-28%	-3%	-3%	-10%	13µM*
Clc1ccc(CNCCCSc2ncccn2)cc1	1%	3%	-1%	-6%	-2	-1%	9%	2%	0%	-4%	2%
CCCC(=O)C1=C(O)C(C(=O)OC)C(C)(C)CC1=NCc1ccccc1 (centres undefined)	2%	4%	0%	-25%	9	20%	-33%	nt	-1%	-6%	12%
CCN(CC)C(=O)[C@H]1CC(CC(=O)NCc2ccco2)C(=O)N2CCc3c([nH]c4ccc(OC)cc34)[C@]12C (some centres undefined)	nt	nt	2%	0%	nt	nt	1%	-7%	nt	10%	nt
CCOC(=O)c1cc(OC(=O)c2ccccc2OC)n(-c2ccccc2)n1	-12%&-3%	3%	0%	0%	-1	21%	-9%&3%	-2%	1%	-2%	2%
O=S(=O)(c1ccc(Cl)cc1)N1CCN(Cc2cccnc2)CC1	-4%	-2%	0%	21%	-2	-33%	-7%	3%	0%	4%	0%
Cc1ccccc1N1Cc2ccccc2C1	-2%	-1%	-5%	5%	6	-11%	-8%	5%	3%	-4%	0%
Cc1ccc(NC(=O)c2cccc3c2-c2ccccc2C3=O)cc1C	-20%	3%	1%	-5%	16	17%	0%	3%	-1%	-1%	-8%
CCCCOC(=O)C1C2C=CC3(CN(CCc4ccccc4)C(=O)C13)O2 (centres undefined)	1%	-5%	0%	-3%	-1	?	-5%	4%	-4%	4%	2%
COCCn1c(SCC(=O)Nc2nnc(C)s2)nnc1-c1cc2ccccc2cc1O	-1%	2%	5%	5%	2	30%	-1%	0%	-3%	-1%	-7%
Cc1cc(C)c2cc(C#N)c(SCC(=O)Nc3cc(C)on3)nc2c1	-1%	-2%	0%	8%	-1	-20%	17%	-2%	-1%	10%	-8%
COc1ccc(C(=O)O)cc1S(=O)(=O)NC(C)C12CC3CC(CC(C3)C1)C2 (centres undefined)	nt	-6%	0%	-3%	-1	nt	-20%	8%	2%	3%	nt
Cc1cc(=O)oc2cc(OCC(=O)Nc3cccnc3)ccc12	nt	nt	0%	-15%	nt	nt	-2%	2%	nt	9%	nt
CCCS(=O)(=O)N1CCN(CC2CC=CCC2)CC1 (centres undefined)	3%	1%	-2%	13%	2	4%	0%	11%	4%	0%	-6%
CCOCC(=O)Nc1cc(OC)c(Cl)cc1OC	1%	0%	8%	25%	-10	-15%	-9%	9%	-5%	8%	5%
Cc1c(C(=O)OCC(=O)Nc2c(C)n(C)n(-c3ccccc3)c2=O)oc2ccccc12	-3%	-3%	-1%	-10%	1	2%	-10%	-4%	-2%	-4%	-19%
CC(C)Sc1ncnc2c1cnn2-c1ccccc1	1.5µM*	1µM*	1%	?	-1	?	?	?	3.5µM*	8.2µM*	?
CC1CCC(C(C)C)C(OCC(O)CN2CCOCC2)C1 (centres undefined)	1%	3%	-2%	-7%	3	-2%	-16%	-1%	-1%	-1%	11%
NS(=O)(=O)c1ccc2nc(NC(=O)c3ccc4c(c3)OCCO4)sc2c1	-7%	3%	5%	6%	1	?	17%	3%	-5%	3%	-6%
O=C(NCc1ccco1)C1CC(=O)N(c2cccc(Cl)c2)C1 (centres undefined)	1%	0%	-3%	0%	8	-2%	0%	3%	-25%	2%	-2%
O=C(NNc1c(Cl)cccc1Cl)c1sccc1Cl	2%	-2%	4%	-9%	6	-40%	-20%	-1%	-3%	0%	?
Cc1ccc(C2CC(=O)C=C(O)C2)cc1 (centres undefined)	-2%	12%	-1%	-3%	-3	16%	3%	1%	0%	2%	-3%
Cc1nn2c(-c3cccnc3)ccnc2c1-c1ccccc1	11µM*	29%	3%	12%	1	?	67%	18%	22%	4%	-5%

Arranged by molecular weight (ascending): 9 of the compounds above
SMILES	FLuc modulator	Rab9 prom act	Tb PFK inh	ELG1 repair inh	TRPV1 ag	RORg inh	BRCA1 expr up	p53 reactivator	NPC1 prom act	ELG1 genotoxic	VP16 counter
CC(C)Sc1ncnc2c1cnn2-c1ccccc1	1.5µM*	1µM*	1%	?	-1	?	?	?	3.5µM*	8.2µM*	?
CCOCC(=O)Nc1cc(OC)c(Cl)cc1OC	1%	0%	8%	25%	-10	-15%	-9%	9%	-5%	8%	5%
Cc1nn2c(-c3cccnc3)ccnc2c1-c1ccccc1	11µM*	29%	3%	12%	1	?	67%	18%	22%	4%	-5%
CC1CCC(C(C)C)C(OCC(O)CN2CCOCC2)C1 (centres undefined)	1%	3%	-2%	-7%	3	-2%	-16%	-1%	-1%	-1%	11%
Cc1cc(=O)oc2cc(OCC(=O)Nc3cccnc3)ccc12	nt	nt	0%	-15%	nt	nt	-2%	2%	nt	9%	nt
CCCCOC(=O)C1C2C=CC3(CN(CCc4ccccc4)C(=O)C13)O2 (centres undefined)	1%	-5%	0%	-3%	-1	?	-5%	4%	-4%	4%	2%
NS(=O)(=O)c1ccc2nc(NC(=O)c3ccc4c(c3)OCCO4)sc2c1	-7%	3%	5%	6%	1	?	17%	3%	-5%	3%	-6%
Cc1c(C(=O)OCC(=O)Nc2c(C)n(C)n(-c3ccccc3)c2=O)oc2ccccc12	-3%	-3%	-1%	-10%	1	2%	-10%	-4%	-2%	-4%	-19%
COCCn1c(SCC(=O)Nc2nnc(C)s2)nnc1-c1cc2ccccc2cc1O	-1%	2%	5%	5%	2	30%	-1%	0%	-3%	-1%	-7%

Screens deposited in PubChem BioAssay by National Center for Advancing Translational Sciences (NCATS).

The order is random; 15% or so of the library scored in one or more.
